Screening data (PubChem)
p53 reactivator: qHTS assay for re-activators of p53 using a Luc reporter | AID 504706, 2011 | H1299 p53-A138V BP100-luciferase reporter, luminescence, 24 h | actives 0.063% (n = 320,000) | Potency, µM (titrated, usually from 92.2 µM), without a hit: at the top dose activity change, positive = activation, actives largely listed as activators; also: potency is read from the fitted curve at half-maximal effect; % of control where 0% means no effect; nearly all actives have a fitted effect of over 45% in size
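p53-null H1299 cells stably carrying temperature-sensitive p53-A138V and a BP100-luciferase reporter were pinned with compounds (4-point, 1:5 series) and held 24 hrs at 37 deg C. Luminescence was read 10 min after detection reagent.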
USP2a inh: qHTS Assay for Inhibitors of Ubiquitin-specific Protease USP2a Using CHOP2 as the Reporter. Ubiquitin carboxyl-terminal hydrolase 2 (Homo sapiens), O75604. USP2 core, Ub-CHOP2 coupled fluorogenic reporter, 485/531. Potency, µM (highest dose often 38.3 µM), for the others: at the highest dose activity change, negative = inhibition, hits mostly inhibitors. actives 0.01% (n = 330,000). AID 463254, 2010;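 also: potency is read from the fitted curve at half-maximal effect; plate controls were DMSO wells for no effect and full inhibition by NEM control for full effect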
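USP2 core (10nM final) preincubated 30min RT with compound in 20mM Tris-HCl pH 8.0, 2mM CaCl2, 2mM beta-mercaptoethanol, 0.05% CHAPS; 25nM Ub-CHOP2 plus 25nM reporter substrate added, fluorescence (Ex485/Em531) read after 60min.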
Integrin act MD: qHTS for Activators of Integrin-Mediated Alleviation for Muscular Dystrophy | alpha7betagal myoblasts, beta-gal FDG fluorescence, 48 h | actives 0.064% (n = 350,000) | Potency, µM (series often up to 38.3 µM), inactives show at the top dose activation, actives largely listed as activators;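 also: potency is read from the fitted curve at half-maximal effect; 100% = response of the positive control SU9516; nearly all actives have a fitted effect of over 60% in size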
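alpha7betagal+/- myoblasts (passage 13, 250/well) treated 48 h at 37C with compounds at 1:260 dilution of DMSO stock. Lysed, then beta-galactosidase activity read as FDG fluorescence (ex 480/em 540) after 30 min, with pre-read for autofluorescence.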
BRCA1 expr up: qHTS Assay to Identify Small Molecule Activators of BRCA1 Expression | MCF7-BRCA1-FFLuc reporter, luminescence, 48 h; response scale: scaled: vehicle 0%, 10 µM genistein 100% | Potency, µM (highest dose often 46.1 µM), without a hit: at the top dose activation, hits mostly activators | actives 1.1% (n = 380,000); also: potency is read from the fitted curve at half-maximal effect; nearly all actives have a fitted effect of over 80% in size; some results filed as inactive show a strong effect at the top dose
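Cells: MCF7-BRCA1-FFLuc, 2000/well. Exposure: 48 h, 37 °C, 5% CO2. Read: luminescence, 15 min post-substrate. Controls: genistein 10 microM (maximal activation), DMSO (neutral).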
TRPV1 ag: HTS Assay for Compounds that Act as Agonists of the Vanilloid Receptor 1. Transient receptor potential cation channel subfamily V member 1 (Homo sapiens), Q8NER1. TRPV1-expressing cells, Fluo-8 calcium influx, agonist mode. activation, % at 8.33 µM. actives 0.19% (n = 320,000); in the data active = activation above about 80%; inconclusive = between about 30% and that limit; also: 0% is about no effect
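Cells expressing TRPV1 were dye-loaded with Fluo-8 and read kinetically: 10 s baseline, 3 min after compound (agonist portion), then 2 min after EC20 capsaicin (allosteric enhancer portion). Calcium-bound dye fluorescence at 480/520 nm.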
Eya2 inh: qHTS Assay for Inhibitors of the Phosphatase Activity of Eya2. actives 0.006% (n = 330,000). Potency, µM (doses to about 76.9 µM), for the others: top-dose activity, negative = inhibition, most hits filed as inhibitors. recombinant Eya2, OMFP fluorescence dephosphorylation (OMFP is methylfluorescein phosphate); also: potency is read from the fitted curve at half-maximal effect; % is scaled to controls: 0 for no effect and ±100 for the full control effect
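Eya2 protein (added as 0.2 uM solution) was preincubated with compound for 10 min at ambient temperature in 50 mM HEPES pH 7.5, 50 mM NaCl, 5 uM MgCl2, 0.05% BSA, 1 mM DTT. OMFP (added at 50 uM) then reacted 10 min; fluorescence read at 485/525 nm.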
TSG101-PTAP inh: qHTS Assay for Iinhibitors of HIV-1 Budding by Blocking the Interaction of PTAP/TSG101; Fluorescence polarization, FITC-PTAP peptide / Tsg101 binding; Potency, µM (doses to about 115 µM), for the others: at the highest dose activity change, negative = inhibition, most hits filed as inhibitors; 340,000 tested, under 10 active; AID 493005, 2010; active = well fitted inhibition curve with a large enough effect in the main read-out, with a control signal flat, not every such curve was filed as active; inconclusive = small, poorly fitted or top-dose-only effect, or effect the other way, or a change in a side signal; inactive = no such curve, though single readings can be large or run the other way; also: potency is read from the fitted curve at half-maximal effect; % of control where 0% means no effect
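Fluorescence polarization binding of Tsg101 binding domain (10 uM final) to FITC-labeled PTAP peptide (50 nM final) in HEPES pH 7.5 buffer with NaCl, Tween 20, EDTA, TCEP. Compounds added before peptide; binding 20 min at RT.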
ASM inhibitor: Inhibitors of Secretory Acid Sphingomyelinase (S-ASM): qHTS; Sphingomyelin phosphodiesterase (Homo sapiens), P17405; placental ASM, HMU-PC fluorogenic substrate, 60 min; Potency, µM (top dose mostly 57.5 µM), for inactives: top-dose activity change, negative = inhibition, usual class: inhibitors; actives 0.006% (n = 340,000); AID 504937, 2011; also: potency is read from the fitted curve at half-maximal effect
Target sequence (P17405 47-631 limits assumed): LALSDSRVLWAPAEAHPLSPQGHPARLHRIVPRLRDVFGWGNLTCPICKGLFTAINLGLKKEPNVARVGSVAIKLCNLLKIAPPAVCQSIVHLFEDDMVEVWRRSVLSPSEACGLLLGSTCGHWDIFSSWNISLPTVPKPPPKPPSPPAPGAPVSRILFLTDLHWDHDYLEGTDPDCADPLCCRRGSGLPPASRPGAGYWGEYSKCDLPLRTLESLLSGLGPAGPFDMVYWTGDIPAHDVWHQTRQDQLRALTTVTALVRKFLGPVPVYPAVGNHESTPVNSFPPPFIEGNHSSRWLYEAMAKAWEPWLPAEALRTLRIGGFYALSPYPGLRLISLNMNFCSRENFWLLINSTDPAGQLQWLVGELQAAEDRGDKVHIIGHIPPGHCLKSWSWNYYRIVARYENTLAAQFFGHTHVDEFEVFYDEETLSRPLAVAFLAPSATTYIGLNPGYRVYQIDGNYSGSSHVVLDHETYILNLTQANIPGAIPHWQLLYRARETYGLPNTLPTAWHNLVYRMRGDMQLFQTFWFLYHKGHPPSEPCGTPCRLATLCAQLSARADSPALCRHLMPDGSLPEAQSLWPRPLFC
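Human placenta-derived ASM enzyme was preincubated with compound for 10 minutes at room temperature, then given fluorogenic substrate HMU-PC0 (9 uM final) for 60 minutes at 37 °C; a pH 10 stop preceded fluorescence reading at Ex 386/Em 447 nm.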
ELG1 genotoxic: qHTS screen for small molecules that induce genotoxicity in human embryonic kidney (HEK293T) cells expressing luciferase-tagged ELG1; AID 504466, 2011; Potency, µM (doses to about 46 µM), without a hit: at the highest dose activity change, positive = activation, actives largely listed as activators; HEK293T ELG1-luciferase reporter, luminescence, 16 h; actives 1.3% (n = 330,000); also: potency is read from the fitted curve at half-maximal effect; % of control where 0% means no effect; nearly all actives have a fitted effect of over 60% in size
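Cells (2,000/well) expressing the ELG1-luciferase fusion are dosed by pin tool and kept 16 hr at 37 °C, 5% CO2. Signal comes from ONE-Glo luciferase reagent after 30 min at room temperature.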
B2AR arrestin: qHTS assay of beta-arrestin-biased ligands of beta2-adrenergic receptor; Beta-2 adrenergic receptor (Homo sapiens), P07550; beta-arrestin recruitment to beta2AR, cell-based reporter; Potency, µM (highest dose often 46.1 µM), without a hit: at the top dose activation, usual class: activators; actives 0.02% (n = 330,000);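 also: potency is read from the fitted curve at half-maximal effect; 0% = DMSO controls and full agonism = EC100 isoproterenol or metaproterenol; nearly all actives have a fitted effect of over 65% in size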
Target sequence (P07550 whole entry, looked up): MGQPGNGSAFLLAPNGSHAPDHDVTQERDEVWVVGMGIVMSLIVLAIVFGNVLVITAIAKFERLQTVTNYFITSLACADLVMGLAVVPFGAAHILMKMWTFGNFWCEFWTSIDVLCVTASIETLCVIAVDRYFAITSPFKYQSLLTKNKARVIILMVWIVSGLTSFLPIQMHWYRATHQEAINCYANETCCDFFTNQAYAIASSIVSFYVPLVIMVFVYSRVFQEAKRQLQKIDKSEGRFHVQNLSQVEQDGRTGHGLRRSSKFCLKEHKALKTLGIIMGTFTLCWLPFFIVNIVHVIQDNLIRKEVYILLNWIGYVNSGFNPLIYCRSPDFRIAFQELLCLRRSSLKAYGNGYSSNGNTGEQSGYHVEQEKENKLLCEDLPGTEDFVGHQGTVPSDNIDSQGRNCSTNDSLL
uPA generation: qHTS for Inhibitors of Cell Surface uPA Generation; Potency, µM (titrated, usually from 38.3 µM), inactives show at the top dose activity change, negative = inhibition, most hits filed as inhibitors; actives 0.31% (n = 330,000); cell surface uPA generation assay, qHTS; active = well fitted inhibition curve with a large enough effect; inconclusive = small, poorly fitted or top-dose-only effect; inactive = no such curve, though single readings can be large or run the other way; tested in mouse RAW 264.7 cells; also: potency is read from the fitted curve at half-maximal effect; % is scaled to controls: 0 for no effect and ±100 for the full control effect; nearly all actives have a fitted effect of over 55% in size
* marks the source's active call; other numbers are inactive results; i = inactive; ? = inconclusive; nt = no result given; [ ] = another dose, or the depositor's remark. Unless noted, calls follow the shape of the dose curve; as a rule, active = well fitted curve in the direction sought with a large enough effect; inconclusive = small, poorly fitted or top-dose-only effect, or another doubt; inactive = no such curve, though single readings can be large; an effect the other way counts as inactive or inconclusive.

SMILES | p53 reactivator | USP2a inh | Integrin act MD | BRCA1 expr up | TRPV1 ag | Eya2 inh | TSG101-PTAP inh | ASM inhibitor | ELG1 genotoxic | B2AR arrestin | uPA generation
CCc1c(C)c2ccc(O)c(CN3CCCC3)c2oc1=O | 4.4% | 3.7% | 22.5% | 4.6% | 3.1 | 9.5% | -5.7% | i | -2.3% | -0.6% | 2.6%
CN1CCC(N(C)C(=S)NCCc2ccccc2)CC1 | -3.0% | -1.0% | 13.2% | 60.0% | -2.0 | -5.7% | 4.9% | 1.1% | 4.3% | -0.2% | 3.7%
C[C@H](NC(=O)c1nc[nH]c1C(=O)N[C@@H](Cc1ccccc1)C(=O)OCc1ccccc1)C(=O)OC(C)(C)C | nt | -10.1% | -28.6% | -16.7% | ? | -5.1% | -7.1% | -9.1% | -0.8% | -0.6% | 1.9%
O=C(COC(=O)C1CC1)Nc1ccccc1Sc1ccccc1 | 2.1% | 1.8% | -13.9% | -7.5% | 1.4 | -8.9% | 0.8% | -8.7% | 0.8% | -1.7% | -2.2%
CSc1ccc(C2C3(C#N)C(N)=NC4(OCCO4)C23C#N)cc1 (stereo unspecified) | -1.9% | 1.6% | 1.8% | -7.7% | 1.2 | 14.2% | -9.0% | 2.1% | 0.5% | -0.3% | -3.6%
Cc1c(CC(=O)O)c(=O)oc2cc(OCc3nn[nH]n3)ccc12 | -14.7% | 0.0% | 37.7% | -10.5% | -0.9 | 1.1% | -4.6% | 30.7%[activator] | 2.5% | 0.1% | 3.2%
COC(=O)[C@@H]1C[C@@]2(O)[C@@H](O)[C@@H](O)[C@@H](O)C[C@H]2N1CC(c1ccccc1)c1ccccc1 | -0.9% | 0.0% | 15.6% | 0.3% | 2.6 | 9.3% | -1.9% | 0.8% | 2.5% | 0.6% | 4.0%
Cc1ccccc1NC(=O)CNc1ccc(Cl)c(C(F)(F)F)c1 | 5.6% | 0.2% | 14.3% | -22.9% | 2.4 | -11.4% | 4.0% | -3.7% | -1.0% | -1.5% | 0.6%
CN1CCN(S(=O)(=O)c2cccc(C(=O)Nc3sccc3C(N)=O)c2)CC1 | 0.3% | 1.3% | ? | 4.0% | 2.5 | -8.2% | -0.9% | -5.6% | 0.4% | 0.0% | -15.5%
OCCCCNCc1ccc(OCc2ccccc2Cl)cc1 | -1.4% | 0.0% | -23.7% | 5.0% | nt | -8.4% | -5.1% | 1.4% | -1.1% | 0.3% | -24.9%
CCCC(O)(c1ccc(CC)cc1)C(CN1CCOCC1)c1ccccc1 (stereo unspecified) | -8.9% | -18.0% | -56.8%[inhibitor] | -50.0% | ? | -13.8% | -0.6% | 2.1% | -3.5% | 0.2% | 5.5%
COc1ccc(C)cc1S(=O)(=O)N(CC(=O)N1CCCC1)c1ccc(C)cc1 | nt | nt | -13.1% | -10.7% | nt | nt | -3.7% | 0.1% | nt | nt | -1.7%
CC1CCN(S(=O)(=O)c2ccc(C(=O)NCc3cccnc3)cc2)CC1 | -2.6% | 0.0% | -9.1% | -15.2% | 6.1 | 9.1% | -0.3% | 6.6% | -2.5% | 0.1% | 2.6%
COc1cccc(NC(=O)C(OC(=O)c2cnc(C)cn2)c2ccccc2)c1 (stereo unspecified) | 1.7% | 3.9% | 26.5% | -0.1% | 0.3 | 13.7% | 0.6% | 4.0% | -0.2% | 4.2% | -0.2%
CCOc1ccc(NC(=O)COc2cccc3c2CCN(Cc2cccnc2)C3=O)cc1 | -28.8% | 0.9% | -17.5% | -4.8% | 7.1 | -2.9% | nt | 1.1% | -14.7% | 0.2% | ?
COc1ccc(/C=N/N=C/c2ccc(OC)c(O)c2)cc1O | 10.8% | 0.1% | 12.4% | 8.7% | 7.2 | 3.6% | -2.0% | -5.4% | -1.3% | -0.7% | -1.9%
COc1ccc(C(=O)Nc2ccccc2[N+](=O)[O-])cc1S(=O)(=O)N1CCOCC1 | -13.0% | -1.9% | -36.7% | -35.1% | 6.0 | -7.4% | -6.5% | -0.3% | -9.8% | -0.4% | -4.0%
Cc1[nH]c(=O)[nH]c(=O)c1Cc1cccc2ccccc12 | -6.2% | 1.4% | 4.7% | -1.9% | 15.4 | 9.8% | -1.7% | 2.7% | 5.1% | 0.5% | 0.9%
CC(O)CNCc1cccc2ccccc12 (stereo unspecified) | -12.2% | 2.0% | -5.6% | 15.8% | -2.7 | 12.7% | -3.9% | -0.5% | 0.3% | 0.1% | 5.7%
CC(C)CCNC(=O)c1c(CSc2ccc(Cl)cc2)noc1C(=O)NCc1ccccc1 | nt | nt | 7.0% | 17.4% | nt | nt | -4.7% | -5.4% | nt | nt | 3.4%
COc1ccc(C)cc1N(CC(=O)Nc1ccc(S(=O)(=O)N2CCOCC2)cc1)S(C)(=O)=O | -1.8% | -2.3% | 15.9% | -14.0% | -2.2 | 3.5% | 2.4% | 0.3% | 0.1% | -0.3% | -5.4%
CCN(CC(=O)Nc1ccccc1OC)C(=O)CN1C(=O)NC(C)(c2ccc3ccccc3c2)C1=O (stereo unspecified) | nt | nt | ? | -5.9% | nt | nt | -1.2% | -0.9% | nt | nt | 6.5%
CCc1nn(C(C)C(=O)NCCN2CCCCCC2)c(=O)c2cc3occc3n12 (stereo unspecified) | -0.9% | 1.5% | -2.2% | -25.6% | 2.8 | 0.6% | -4.5% | 1.5% | 1.1% | -0.9% | -2.0%
CC1(C)Cc2c(sc3ncnc(NNC(=S)NCc4ccccc4)c23)CO1 | 10.4% | -1.2% | -44.2% | -18.9% | ? | 5.1% | 0.6% | -7.5% | -2.2% | 0.3% | ?
COc1ccc(C(=O)NCc2nnc(SCC(=O)c3ccccc3)n2C)cc1OC | 3.0% | -1.1% | -10.9% | -23.8% | 2.1 | 0.4% | -7.9% | 3.2% | 3.3% | -0.9% | 19.9%
Cc1ccc(S(=O)(=O)N2CCSCCSCCSCCSCC2)cc1 | nt | nt | -18.4% | -16.8% | nt | nt | -1.7% | 0.6% | nt | nt | -1.4%
Cc1cc([N+](=O)[O-])cc(/C=N\NC(=O)C2COc3ccccc3O2)c1O (stereo unspecified) | 5.0% | 0.6% | -37.2% | -46.8% | -1.8 | 3.9% | -2.6% | -15.4% | 3.1% | -0.3% | 2.6%
O=C(Cn1cc2c(n1)CCCC2)NCc1cccnc1 | 2.1% | 6.3% | 11.8% | 1.6% | -4.2 | 3.4% | -3.7% | 3.2% | 0.6% | 0.2% | -1.0%
COc1ccc(CN2C(=O)C(C)S/C2=N/N=C/c2ccco2)cc1 (stereo unspecified) | 25.2% | 4.4% | ? | 11.2µM* | 8.3 | -22.2% | -7.0% | -10.8% | ? | -0.5% | 22.9%
CCCn1c(C)cc(C(=O)COC(=O)c2cc(S(=O)(=O)NCC(C)C)c(Cl)cc2Cl)c1C | 7.9% | 3.6% | -36.8% | -37.3% | -1.5 | -12.3% | -5.7% | -2.4% | 7.9% | -1.0% | -2.0%
CC(C)NC(=S)N1CCN(S(C)(=O)=O)CC1 | nt | -0.3% | 17.0% | 1.3% | -4.5 | -2.4% | -2.6% | 7.3% | 2.2% | 0.0% | -14.7%
COc1ccc(C(C)=O)cc1COC(=O)c1ccc(C)c(S(=O)(=O)N2CCOCC2)c1 | -9.2% | -3.3% | 20.2% | -31.3% | 2.6 | -15.7% | 0.2% | -3.2% | 1.1% | 0.0% | 23.6%
Cc1cccc(OCCCC(=O)N2CCCCCC2)c1C | nt | -0.3% | 23.9% | 16.6% | ? | -3.1% | -2.2% | -1.7% | -0.7% | -0.8% | -12.0%
COc1cc(NC(=O)Cc2cccs2)cc(OC)c1 | -2.3% | 4.0% | -36.9% | -2.7% | ? | -0.7% | -4.5% | 2.1% | 1.4% | 0.0% | 8.9%
CN(CC(=O)Nc1c(Cl)cccc1Cl)C(=O)c1cc(-c2cccs2)nn1-c1ccccc1 | -4.2% | 2.1% | -16.7% | -50.1% | 4.4 | -30.4% | 0.7% | -3.2% | -3.0% | -1.3% | -2.3%
